RAD54 branch = inhibitors of human RAD54 branch migration, primary screen, biochemical, fluorescence, single point; inhibition, % at 10.4 µM; DNA repair and recombination protein RAD54-like (Homo sapiens), Q92698; RAD54 Holliday junction branch migration, FAM/BHQ fluorescence; actives 0.14% (n = 360,000); AID 602329, 2012;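 active means mean normalized replicate activity at least 40 and at least half of replicates scoring 40 or more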;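 further: 0% = median of neutral control wells and 100% = median of positive control wells; inhibitors cause a drop in the FAM fluorescence signal; in these data hits start at about 50%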
Target sequence (Q92698 whole entry, looked up): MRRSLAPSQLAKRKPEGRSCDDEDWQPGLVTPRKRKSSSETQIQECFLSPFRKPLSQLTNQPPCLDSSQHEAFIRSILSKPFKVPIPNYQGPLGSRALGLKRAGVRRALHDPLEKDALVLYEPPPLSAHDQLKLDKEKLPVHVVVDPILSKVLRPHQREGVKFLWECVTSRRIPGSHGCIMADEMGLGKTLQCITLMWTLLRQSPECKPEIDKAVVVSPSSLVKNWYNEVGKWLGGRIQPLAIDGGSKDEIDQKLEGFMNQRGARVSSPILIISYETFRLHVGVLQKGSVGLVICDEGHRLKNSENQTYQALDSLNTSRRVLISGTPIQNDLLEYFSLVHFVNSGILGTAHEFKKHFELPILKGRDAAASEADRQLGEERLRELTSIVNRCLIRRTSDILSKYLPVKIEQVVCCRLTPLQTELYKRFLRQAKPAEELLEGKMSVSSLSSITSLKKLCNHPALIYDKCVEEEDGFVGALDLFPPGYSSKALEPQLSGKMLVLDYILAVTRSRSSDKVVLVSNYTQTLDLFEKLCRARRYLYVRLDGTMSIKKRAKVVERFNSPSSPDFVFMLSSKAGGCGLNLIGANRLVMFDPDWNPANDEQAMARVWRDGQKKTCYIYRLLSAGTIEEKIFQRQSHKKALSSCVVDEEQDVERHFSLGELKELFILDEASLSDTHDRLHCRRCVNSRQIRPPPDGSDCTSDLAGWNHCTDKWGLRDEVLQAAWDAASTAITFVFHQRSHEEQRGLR
esBAF inh = Bmi1 luciferase reporter increase in mESCs, primary screen, esBAF inhibitor project, mouse ES cells, Bmi1 luciferase knock-in, single point | 24 h; 100% = twice the neutral-well signal | actives 2% (n = 350,000) | AID 602393, 2012 | reporter increase, % at 12.5 µM; in the data active means activation above about 40%;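 further: 0% = median of the plate's neutral control wells and 100% = double that signal; a rise in the Bmi1 reporter signal indicates esBAF inhibition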
Starred values were filed as active, the others as inactive.

SMILES | RAD54 branch | esBAF inh
Cc1cc(N2CCN(c3ccccc3Cl)CC2)n2cc(-c3ccccc3)nc2n1 | -1 | 7
COc1ccc(OCc2nc(N)nc(Nc3ccc(C)cc3)n2)cc1 | -5 | 37
CCN(CC)C(NC(=O)Cc1ccccc1)C(Cl)(Cl)Cl (centres undefined) | -5 | -4
CCOC(=O)c1[nH]c(=O)[nH]c1COC(=O)c1cc2ccccc2o1 | 4 | -8
COC(=O)c1ccccc1NC(=O)c1cnn2c(C(F)F)cc(C3CC3)nc12 | -1 | -6
CCOC(=O)c1nnn(-c2nonc2-n2cccc2)c1CN1CCC(C)CC1 | -8 | 12
S=C(NCCSCc1ccccc1Cl)Nc1ccccc1 | 3 | 15
CCOc1cc(C(=O)OCC(=O)Nc2cc(C)on2)cc(OCC)c1OCC | 9 | -12
Cc1cc(NC(=O)c2cnn3cccnc23)n(-c2ccccc2)n1 | 17 | 7
CSc1ccc(C2N=C(c3ccccc3)NO2)cc1 (centres undefined) | -7 | 13
CCn1c(COc2ccccc2)nnc1SCC(=O)Nc1cc(OC)ccc1OC | -3 | -6
CC(=O)N1CCN(C(=O)CCc2c[nH]c3ccccc23)CC1 | -9 | -1
CC(C)(C)OC(=O)N1CCOCCOCCN(C(=O)OC(C)(C)C)CCOCC1 | -17 | -2
Cn1c(SCC(=O)OCc2ccccc2)nnc1-c1ccco1 | 2 | -5
COc1ccc(N2C(=O)CC(Cc3ccccc3)C2=O)cc1 (centres undefined) | 1 | 7
O=C(O)c1ccccc1C(=O)OCc1ccccc1 | -3 | 12
CC(=O)Nc1ccc(S(=O)(=O)Oc2cccc(N3C(=O)C4CCCCC4C3=O)c2)cc1 (centres undefined) | 5 | 4
Cc1cc(C)cc(-c2nnc(SCC(=O)NCc3cccs3)o2)c1 | 3 | 0
CC1OC23CCCCC2C(C#N)(C(=N)O3)C1(C#N)C#N (centres undefined) | -1 | -6
COc1ccc(CNC(=O)Nc2cccs2)cc1OC | 5 | -6

Overlap with the part before: 2 entries; new compounds follow.
SMILES | RAD54 branch | esBAF inh
CC1OC23CCCCC2C(C#N)(C(=N)O3)C1(C#N)C#N (centres undefined) | -1 | -6
COc1ccc(CNC(=O)Nc2cccs2)cc1OC | 5 | -6
COCn1c(-c2ccc(OC)cc2)nc2ccccc21 | 4 | 32
COc1cccc(CNc2ncnc3cc(OC)c(OC)cc23)c1 | -6 | 5
O=C(NN1CCOCC1)c1cc(-c2ccccc2)nc2ccccc12 | -6 | -8
COCCn1c(CN2CCN(c3ccccc3)CC2)nc2c1c(=O)n(C)c(=O)n2C | 0 | -6
Cc1cccc2[nH]c3c(N4CCN(C(=O)c5ccco5)CC4)ncnc3c12 | 14 | 2
CCOc1cc(C2C(C(C)=O)=C(C)Nc3ncnn32)ccc1O (centres undefined) | 12 | -4
CCC(C)(C)NC(=O)C(c1ccncc1)N(Cc1ccc(C)cc1)C(=O)c1csnn1 (centres undefined) | -1 | -3
ONC=Nc1cccc2nonc12 | -12 | 0
O=C(NCC(=O)N(Cc1ccco1)C(C(=O)NC1CCCCC1)c1cccnc1)c1cccs1 (centres undefined) | -10 | -5
CCCOc1ccc(Cc2nc(N)nc(N)n2)cc1 | 4 | 7
O=C(Nc1ccon1)C(Sc1ccccc1)c1ccccc1 (centres undefined) | -4 | -9
COc1ccc(OCCCON2C(=O)c3ccccc3C2=O)cc1 | 3 | -4
CNC(=O)COC(=O)c1cc(NC(=O)c2ccco2)c(OC)c(OC)c1 | 1 | -1
O=C(O)CSc1ncnc2nc[nH]c12 | -9 | -9
O=C(NCc1ccc(Cl)cc1)c1cc2c(nc3sccn32)s1 | -7 | -1
O=C(CN1CCN(c2ccccc2)CC1)Nc1nccs1 | 8 | -11
O=C(CSc1nc(-c2ccco2)cc(C(F)(F)F)n1)Nc1ccc2c(c1)OCO2 | -5 | 7
COc1ccc(NS(=O)(=O)c2ccc(OC)c(OC)c2)cc1OC | 4 | 5
COc1ccc(Cl)cc1NC(=O)C1CC(=O)N(c2ccc(F)cc2)C1 (centres undefined) | 0 | -1
Clc1ccc(-c2nc3ncccn3c2Nc2ccc3c(c2)OCO3)cc1 | 6 | 1
N#Cc1c(NC(=O)CSc2nnc(-c3ccco3)n2-c2ccccc2)sc2c1CCC2 | 4 | -4
Cc1nc2ccccc2c(=O)[nH]1 | 1 | 4
Clc1ccccc1-c1nc2ccccc2c2nncn12 | -7 | 3
COc1ccc(C(=O)C(OC(=O)CNC(=O)c2ccco2)c2ccccc2)cc1 (centres undefined) | -6 | -1
NC(=O)c1nsc(C(=O)N(CC(=O)NCc2ccc3c(c2)OCO3)C2CCCCC2)c1N | 0 | 6
CCOC(=O)C(NC(C)=O)(Nc1ccc(S(=O)(=O)Nc2cc(C)nc(C)n2)cc1)C(F)(F)F (centres undefined) | 4 | -8
Cc1cc(C)n2c3c(c(C#N)c2n1)CC(C)(C)OC3 | -1 | 0
COC(=O)CSc1nnc(-c2ccco2)n1-c1ccc(C)cc1 | -3 | -4
Nc1[nH]c(=S)[nH]c(=O)c1-c1ccccc1 | -13 | 3
COc1cccc(-c2nnc(NC(=O)c3ccc(S(=O)(=O)N4CCOCC4)cc3)o2)c1 | 2 | -7
Cc1ccccc1N1C(=O)N(c2cccc(C(F)(F)F)c2)C2CS(=O)(=O)CC21 (centres undefined) | 6 | -11
O=C(CCSc1ccccc1)NCCN1CCOCC1 | -7 | 2
COC(=O)C1OC(OC2CC[C@]3(C)C(CC[C@@]4(C)[C@@H]3CC=C3[C@@H]5CC(C)(C)CC[C@]5(C(=O)OC5OC(CO)C(O)C(O)C5O)CC[C@]34C)C2(C)C)C(O)C(O)C1O[C@H]1OCC(O)C(O)C1O (some centres undefined) | -10 | -2
O=C(N/N=C\c1ccc(F)cc1)c1cc(OCC(F)(F)F)ccc1OCC(F)(F)F | -1 | -1
COc1cccc(-c2cc(C(=O)NCc3ccco3)no2)c1 | -4 | 45*
CCn1c(=O)c(C(=O)NCc2ccccn2)c(O)c2ccccc21 | -16 | 0
CC1=C(OC(=O)c2ccccc2)C(C)(C)C(c2ccccc2)OC1=O (centres undefined) | -9 | -10
CCOc1ccc(CC(=O)Nc2c(C(N)=O)oc3ccccc23)cc1OCC | -10 | -2
O=C(Nc1cccc(C(F)(F)F)c1)c1cccnc1N1CCCC1 | 4 | 8
COc1cc(C(=O)N2CCC(n3c(C)nc4cc(F)ccc43)CC2)cc(OC)c1OC | 5 | 4
CC(C)COc1ccc(-c2nn(-c3ccccc3)cc2C(=O)Nc2nccs2)cc1 | -10 | -3
COc1ccc(-n2c(COc3ccccc3)nnc2SCc2ccc(C#N)cc2)cc1 | -1 | -1
Cc1ccc(C)c(/C(O)=C2\C(=O)C(=O)N(Cc3cccnc3)C2c2cccnc2)c1 (centres undefined) | -1 | -1
O=C(Nc1cnn(Cc2ccccc2)c1)NC12CC3CC(CC(C3)C1)C2 | -11 | 12
CCN(CC)c1nc(OC)nc(-n2nnc(C(C)=O)c2C)n1 | -14 | -3
O=C(c1ccccc1)N1CCN(C(=O)c2ccc(OC(F)(F)F)cc2)CC1 | 3 | -9
CC(NCC(O)COCc1cccs1)C1CC2CCC1C2 (centres undefined) | 3 | 0
Cc1cc(NC(=O)c2ccc3c(c2)C(=O)N(CCC(C)C)C3=O)no1 | 7 | -12
CS(=O)(=O)c1nc(-c2ccccc2)cc(-c2ccccc2)c1C#N | 13 | 8
CN(C)S(=O)(=O)c1cccc(C(=O)N(Cc2ccc(F)cc2)Cc2ccco2)c1 | 8 | -5
CC1CC(C)(C)NCc2ccccc21 (centres undefined) | -4 | -8
Cc1cccc(N2C(=O)C3C4CC(C(Br)C4Br)C3C2=O)n1 (centres undefined) | 2 | 7
CCOC(=O)c1cc(CC)sc1NC(=O)C(c1ccccc1)c1ccccc1 | 0 | 1
NC(=O)COC(=O)c1ccc(Oc2ccccc2)cc1 | -3 | 4
CC(=O)c1ccc(N2CCN(C(=O)CCCn3c(=S)[nH]c4cc5c(cc4c3=O)OCO5)CC2)cc1 | -11 | -10
Cc1ccc(NC(=O)CCC(=O)NNC(=O)c2ccco2)c(C)c1 | 9 | -3
COc1ccc2cc(C#N)c(SCC(=O)N3CC(=O)Nc4ccccc43)nc2c1 | -5 | -18
COC(=O)c1ccccc1NC(=O)NCc1ccco1 | -2 | -1
CC1(C)NC(=O)N(CCCCOc2ccc(Br)cc2Cl)C1=O | -6 | 11
CCOc1ccc(NC(=O)CSc2nnc(-c3ccccn3)n2N)cc1 | -7 | -1

Sorted by length of the SMILES (rising): some entries from above.
SMILES | RAD54 branch | esBAF inh
O=C(c1ccccc1)N1CCN(C(=O)c2ccc(OC(F)(F)F)cc2)CC1 | 3 | -9
CC(C)COc1ccc(-c2nn(-c3ccccc3)cc2C(=O)Nc2nccs2)cc1 | -10 | -3
CC(=O)c1ccc(N2CCN(C(=O)CCCn3c(=S)[nH]c4cc5c(cc4c3=O)OCO5)CC2)cc1 | -11 | -10

(list continues)
SMILES | RAD54 branch | esBAF inh
Cc1c(C(=O)N2CCOCC2)sc(NC(=O)c2ccc3c(c2)OCO3)c1C#N | 2 | 0
CCc1ccc(NC(=O)CSc2nc3cc(C(=O)OC)ccc3c(=O)n2CC2CCCO2)cc1 (centres undefined) | 6 | -6
COCCOC(=O)C1=C(C)NC(=O)NC1c1c(OC)ncnc1OC (centres undefined) | -4 | -3
CCC(SC1=Nc2ccccc2C2=NC(CC(C)C)C(=O)N12)C(=O)Nc1ccc2c(c1)OCO2 (centres undefined) | -15 | 51*
O=C(NC1=NCCS1)c1ccc(Cl)c(S(=O)(=O)N2CCCCC2)c1 | 1 | 23
O=C(Cc1ccc(NS(=O)(=O)c2ccc(F)cc2)cc1)NCc1ccccc1 | -2 | 3
O=C(c1ccc(Br)cc1)C1CCc2occc2C1=O (centres undefined) | 0 | 5
CCOC(=O)N1CCC(N2CCN(S(=O)(=O)CC)CC2)CC1 | -4 | -2
Cc1cccc(Cn2cnc3c(nnn3Cc3ccccc3F)c2=O)c1 | 3 | -1
Cc1ccc(NC(=O)C2CCN(S(=O)(=O)c3ccc(F)cc3)CC2)cc1 | 1 | 2
COc1ccccc1C1NC(=O)NC(C)=C1C(C)=O (centres undefined) | -3 | -1
COc1ccc(NC(=O)C2CC(=O)OC23CCOC(C)(C)C3)cc1 (centres undefined) | -9 | -4
O=C(c1ccco1)N1CCN(Cc2cccnc2)CC1 | 4 | 0
CCOC(=O)N1CCN(C(=O)COc2cc(=O)n(CC)c3ccccc23)CC1 | 7 | -2
O=S(=O)(c1ccccc1)N1CCN(C2CCCCCCC2)CC1 | -10 | -7
CC(C)C(c1nnnn1Cc1ccccc1)N1CCC(C(N)=O)CC1 (centres undefined) | 2 | -3
Cc1cc(C(C)(C)C)oc1C(=O)N1CCN(C(=O)c2oc(C(C)(C)C)cc2C)CC1 | -15 | 5
Cc1ccc2c(CC(=O)OC(C)C(=O)NCc3ccc4c(c3)OCO4)coc2c1 (centres undefined) | -5 | -6
Cc1cc(Nc2ccccc2N2CCOCC2)n2ncnc2n1 | -4 | 7
COc1cc(NC(=O)c2cc3sccc3n2C)cc(OC)c1 | -4 | 42*

Filtered by structure: the compounds so far containing a tert-butyl group (two)
SMILES | RAD54 branch | esBAF inh
CC(C)(C)OC(=O)N1CCOCCOCCN(C(=O)OC(C)(C)C)CCOCC1 | -17 | -2
Cc1cc(C(C)(C)C)oc1C(=O)N1CCN(C(=O)c2oc(C(C)(C)C)cc2C)CC1 | -15 | 5

Single entries from the list:
COCn1c(-c2ccc(OC)cc2)nc2ccccc21 – esBAF inh: 32
CCC(C)(C)NC(=O)C(c1ccncc1)N(Cc1ccc(C)cc1)C(=O)c1csnn1 (centres undefined) – RAD54 branch: -1
O=C(c1ccco1)N1CCN(Cc2cccnc2)CC1 – RAD54 branch: 4
CC(=O)N1CCN(C(=O)CCc2c[nH]c3ccccc23)CC1 – esBAF inh: -1
CCc1ccc(NC(=O)CSc2nc3cc(C(=O)OC)ccc3c(=O)n2CC2CCCO2)cc1 (centres undefined) – esBAF inh: -6

This is a subset; the hit share may differ from the screen's.
